DENV2 CPE rescue: DENV2-induced cell death inhibition; DENV2-infected cells, cytopathic effect rescue, plate reader; CPE inhibition, % at 9.99 µM; hit rate 1.7% among 350,000; in the data active = CPE inhibition above about 20%, passing the limit was not always enough; inconclusive = no clear call, values can overlap the other calls; tested in BHK-21 cells;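 also: 0% = median of neutral control wells and 100% = median of positive control wells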
CFTR F508del cor: CFTR F508del correction in bronchial cells | activity (quench increase), % at 7.58 µM | hit rate 0.36% among 350,000 | CFBE cells, YFP halide quenching; stimulated with forskolin plus potentiator P3; % fluorescence drop versus neutral controls;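 active = mean added fluorescence quench of at least 8% versus neutral control, with both replicates also reaching 8%; inconclusive = only one of the mean or replicate conditions met; inactive = mean below 8% and not both replicates reaching 8%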;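 also: cells transiently co-express mutant CFTR-F508del with the halide-sensitive YFP; corrector assay measuring rescue of mutant channel to the surface after 24 h compound exposure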
GSIS activator: GLuc luminescence reporter in INS-1E cells, primary screen for activators of glucose-dependent secretion of insulin; INS-1E GLuc reporter insulin secretion, 2-3 h; activation, % at 16.6 µM; hit rate 0.61% among 370,000; AID 743287;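 active = lowest replicate activation of at least 40%, so every replicate reaches that level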;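 also: 0% = median of neutral control wells and 100% = median of IBMX positive control wells; some compounds called inactive have numbers as strong as hits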
RAD54 inh: RAD54 (human) branch migration inhibition; RAD54 Holliday junction branch migration, FAM/BHQ fluorescence; inhibition, % at 10.4 µM; hit rate 0.14% among 360,000;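 active = mean normalized replicate activity at least 40 and at least half of replicates scoring 40 or more; inconclusive = only one of the two criteria met; inactive = mean below 40 and under half of replicates reaching 40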;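 also: 0% = median of neutral control wells and 100% = median of positive control wells; inhibitors cause a drop in the FAM fluorescence signal; in these data hits start at about 50%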
Target sequence (Q92698 whole entry, looked up): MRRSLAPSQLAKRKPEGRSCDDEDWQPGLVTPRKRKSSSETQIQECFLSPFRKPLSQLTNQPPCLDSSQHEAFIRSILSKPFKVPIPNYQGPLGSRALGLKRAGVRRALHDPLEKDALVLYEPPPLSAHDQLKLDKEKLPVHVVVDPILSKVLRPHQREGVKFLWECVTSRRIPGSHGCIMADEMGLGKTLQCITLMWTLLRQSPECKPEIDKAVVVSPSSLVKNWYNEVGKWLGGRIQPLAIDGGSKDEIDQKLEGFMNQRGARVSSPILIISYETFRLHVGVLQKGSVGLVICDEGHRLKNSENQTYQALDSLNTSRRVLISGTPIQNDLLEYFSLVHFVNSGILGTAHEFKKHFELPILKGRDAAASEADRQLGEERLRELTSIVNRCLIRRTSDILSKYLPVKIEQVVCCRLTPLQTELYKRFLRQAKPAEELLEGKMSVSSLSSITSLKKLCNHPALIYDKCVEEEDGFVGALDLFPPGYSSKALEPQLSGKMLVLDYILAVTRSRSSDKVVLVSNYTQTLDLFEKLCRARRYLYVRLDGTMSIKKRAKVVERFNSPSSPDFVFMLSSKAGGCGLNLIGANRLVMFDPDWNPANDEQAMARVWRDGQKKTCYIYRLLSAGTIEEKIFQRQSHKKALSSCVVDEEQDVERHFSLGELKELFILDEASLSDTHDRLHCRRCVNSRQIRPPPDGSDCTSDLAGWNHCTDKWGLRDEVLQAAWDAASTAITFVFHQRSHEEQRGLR
CASP6 VEID inh: blocks human caspase-6 cleavage activity. P55212. purified caspase-6, Z-VEID-R110 cleavage fluorescence. inhibition, % at 12.5 µM. hit rate 0.53% among 350,000. AID 686996;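 active = mean inhibition across replicates at least about 35%, with every replicate also reaching that limit, limit read from the data; inconclusive = only one of the two criteria met; inactive = neither criterion met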;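 also: 0% = median of neutral control wells and 100% = no fluorescence left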
Target sequence (P55212 24-179 limits assumed): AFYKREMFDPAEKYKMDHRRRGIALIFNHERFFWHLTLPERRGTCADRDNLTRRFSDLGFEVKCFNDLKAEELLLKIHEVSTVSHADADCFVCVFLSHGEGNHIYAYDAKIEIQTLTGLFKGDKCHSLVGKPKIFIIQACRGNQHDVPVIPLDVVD
Target sequence (P55212 194-293 limits assumed): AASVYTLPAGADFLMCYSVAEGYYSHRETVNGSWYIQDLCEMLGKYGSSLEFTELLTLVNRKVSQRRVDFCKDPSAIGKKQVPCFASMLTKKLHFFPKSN
E-selectin induc: induces E-selectin expression in human endothelial cells. HUVEC E-selectin immunofluorescence imaging; normalized: neutral wells 0, TNF-alpha wells 100. activation, % at 7.58 µM. hit rate 0.37% among 260,000;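 active = mean E-selectin-positive cell signal at least 10% of the positive control, reached in at least 60% of replicates, without over 20% cell loss; inconclusive = no rule given, readout overlaps actives, possibly toxicity-flagged; inactive = the rest, including those meeting only one limit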;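 also: in these data hits start at about 27%; measured in HUVEC primary endothelial cells; signal is the percent of cells scored E-selectin positive by PE staining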
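Assay system: HUVEC primary endothelial cells. Input: 3,000 HUVEC seeded per well. Doses: one compound dose added by pin transfer. Read-out basis: % PE-positive cells. Benchmarks: TNF-alpha high, DMSO low. Detection: immunofluorescence imaging. Buffer or medium: EGM-2, gelatin.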
XiGFP reactiv: activators of X-chromosome reactivation in mouse fibroblasts; XiGFP mouse fibroblasts, % GFP-positive cells imaging, 3 d; cells co-treated with 5-aza-dC sensitizer; scaled so ellipticine positive control = 100%; activation, % at 7.58 µM; hit rate 0.055% among 360,000;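 active = mean normalized replicate activation at least 10% and every replicate at or above 10%; inconclusive = only one of the two criteria met; inactive = mean below 10% and not all replicates reach 10%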;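 also: 0% = median of on-plate neutral control wells and 100% = ellipticine 6 µM median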
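Assay system: SV40-immortalized XiGFP fibroblast cells, line 68-5-11; buffer or medium: DMEM plus 5-aza-dC sensitizer; compound: one concentration, pinned; timing: compounds 3 days, fix/stain 15 min at room temperature; benchmarks: positive control ellipticine, 6 µM final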
RAD52 anneal inh: blocks human RAD52 DNA annealing | AID 651710 | hit rate 0.46% among 360,000 | recombinant RAD52 DNA annealing, FRET fluorescence | inhibition, % at 18.7 µM | P43351;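 active = every replicate showing at least 50% inhibition; inconclusive = mean inhibition at least 50% but not in every replicate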
* hit, by the source's call; ? = inconclusive; nt = no result given; & = joins results of further samples.

SMILES	DENV2 CPE rescue	CFTR F508del cor	GSIS activator	RAD54 inh	CASP6 VEID inh	E-selectin induc	XiGFP reactiv	RAD52 anneal inh
O=C(C1CCOCC1)N1CC(=O)N2[C@@H](CO)[C@@H](c3ccc(C#Cc4cccc(F)c4)cc3)[C@@H]2C1	-3.5	-1.5	-1.9	nt	0.1	0.3	0.1	-5.6
c1ccc(CNc2ncnc3ccccc23)cc1	-7.4	1.1	nt	1.4&6.3	nt	0.0	0.1	-7.4
CCOC(=O)c1ccc(NC(=O)c2nc[nH]c2C(=O)N[C@@H](Cc2ccccc2)C(=O)OC(C)(C)C)cc1	-4.3	2.1	13.5	-0.7	-0.5	-0.2	0.0	-12.1
COc1ccc(NC(=O)Nc2ccc3c(c2)C(=O)N([C@@H](C)CO)C[C@@H](C)[C@@H](CN(C)Cc2ccc(C(=O)O)cc2)OCCCC[C@@H](C)O3)cc1	-1.0	-1.3	6.2	0.2	1.4	0.1	0.0	-12.5
CCN(CC)c1ccc(NC(=O)CN2C(=O)CSc3ncccc32)c(C)c1	-8.6	-2.3	4.1	1.3	-2.3	nt	1.0	-12.7
O=S(=O)(CCNCCc1ccccc1)NC1CCCCC1	-1.6	0.1	1.5	-5.3	-0.9	nt	0.5	-12.1
CC(C)Sc1nc(-c2cccs2)nc2cc(Cl)ccc12	12.9	3.1	21.4	nt	-1.5	0.3	0.1	-6.9
CC(=O)Nc1ccc(NC(=O)c2cccc(S(=O)(=O)N(C)C3CCCCC3)c2)cc1	7.0	1.0	16.8	5.9	-1.4	0.0	0.0	-20.4
CCS(=O)(=O)c1ccc2oc(Nc3ccccc3Cl)nc2c1	3.5	1.2	19.5	-3.2	0.1	nt	0.4	-5.2
COc1ccc(NS(=O)(=O)c2ccc(N3CCOCC3)c(N)c2)cc1	1.6	-1.4	-62.5	0.8	-4.6	-0.2	0.3	-17.5
CC(C)NC(=O)N(C)C[C@@H]1Oc2ccc(N(C)C)cc2CC(=O)N([C@@H](C)CO)C[C@H]1C	5.7	1.4	-6.7	1.5	0.1	nt	-0.1	-3.3
COc1ccc(NS(=O)(=O)c2ccc(Cl)c(NC(=O)c3cccnc3Cl)c2)cc1	2.4	-3.0	-14.8	nt	-1.3	-1.4	0.0	1.4
C[C@H]1CN([C@@H](C)CO)C(=O)c2cc(NC(=O)Nc3ccccc3)ccc2O[C@H]1CN(C)C	-4.8	-0.1	14.8	-2.3	2.5	-3.6	0.5	-5.9
CSc1ccc(CCNC(=O)Cn2ncc3c([nH]c4ccccc43)c2=O)cc1	-1.7	1.5	1.3	11.1	-3.0	0.2	0.5	-13.4
COc1ccc(S(=O)(=O)N(C)C[C@@H]2Oc3c(NS(=O)(=O)c4cn(C)cn4)cccc3C(=O)N([C@H](C)CO)C[C@H]2C)cc1	19.1	2.4	13.0	2.6	1.9	0.0	-1.0	-5.1
CN1CCC(N(C)C(=S)NCCc2ccccc2)CC1	2.0	0.9	9.0	nt	-1.4	nt	0.3	-6.6
O=C(C[C@H]1CC[C@H](NS(=O)(=O)c2ccccc2)[C@@H](CO)O1)N1CCC(Cc2ccccc2)CC1	?	1.3	8.6	nt	2.4	-0.5	-0.4	8.1
Cc1nc(C(F)(F)F)ccc1C(=O)NCC(O)c1ccccc1 (centres undefined)	-4.7	0.2	-26.2	-1.8	-3.3	0.2	0.1	-2.3
O=[N+]([O-])c1cccc(/C=C/c2nc(C=Nc3ccccc3)c(O)o2)c1	-11.0	-0.8	1.8	7.4	-2.8	nt	nt	-150.6
O=C(c1ccccc1)[C@@H]1[C@@H]2C(=O)N(c3ccc(F)cc3)C(=O)[C@@H]2C2CCCN21 (some centres undefined)	-2.0	0.9	nt	nt	0.2	nt	0.0	-260.5

Brought forward from above: six entries, then new ones.
SMILES	DENV2 CPE rescue	CFTR F508del cor	GSIS activator	RAD54 inh	CASP6 VEID inh	E-selectin induc	XiGFP reactiv	RAD52 anneal inh
COc1ccc(S(=O)(=O)N(C)C[C@@H]2Oc3c(NS(=O)(=O)c4cn(C)cn4)cccc3C(=O)N([C@H](C)CO)C[C@H]2C)cc1	19.1	2.4	13.0	2.6	1.9	0.0	-1.0	-5.1
CN1CCC(N(C)C(=S)NCCc2ccccc2)CC1	2.0	0.9	9.0	nt	-1.4	nt	0.3	-6.6
O=C(C[C@H]1CC[C@H](NS(=O)(=O)c2ccccc2)[C@@H](CO)O1)N1CCC(Cc2ccccc2)CC1	?	1.3	8.6	nt	2.4	-0.5	-0.4	8.1
Cc1nc(C(F)(F)F)ccc1C(=O)NCC(O)c1ccccc1 (centres undefined)	-4.7	0.2	-26.2	-1.8	-3.3	0.2	0.1	-2.3
O=[N+]([O-])c1cccc(/C=C/c2nc(C=Nc3ccccc3)c(O)o2)c1	-11.0	-0.8	1.8	7.4	-2.8	nt	nt	-150.6
O=C(c1ccccc1)[C@@H]1[C@@H]2C(=O)N(c3ccc(F)cc3)C(=O)[C@@H]2C2CCCN21 (some centres undefined)	-2.0	0.9	nt	nt	0.2	nt	0.0	-260.5
Cc1c(Cl)cnc(NC(=O)COC(=O)c2cc3c(s2)CCC(C)C3)c1Cl (centres undefined)	7.7	-1.6	-4.2	nt	0.6	-9.4	0.0	-23.4
Cc1ccnc(SCC(=O)Nc2sccc2C#N)n1	8.0	-2.0	5.8	-5.2	1.2	nt	0.1	-15.2
CCSc1nc(-c2ccccc2)nc2c1CCCC2	1.2	-1.6	-2.0	-2.4	-0.6	nt	0.3	-33.2
O=S(=O)(c1ccc2nnn(O)c2c1)N1CCOCC1	1.6	0.9	-1.0	6.6	1.8	-1.1	0.0	-9.6
C[C@@H]1CCCCO[C@@H](CN(C)C(=O)C2CCCCC2)[C@@H](C)CN([C@H](C)CO)C(=O)c2cc(NS(=O)(=O)c3ccc(F)cc3)ccc2O1	nt	2.2	18.0	5.1	-1.1	0.1	-0.2	1.1
CC1(C)CC(=O)C2=C(C1)NC(=O)NC2c1ccccc1Cl (centres undefined)	4.0	-2.5	-4.0	-16.1	-0.9	-0.2	0.2	-15.8
CC(=O)N(C)c1ccc(C=C2C=Cc3ccccc32)cc1	-0.5	-1.2	nt	nt	2.7	-0.2	0.0	-14.1
C[C@@H]1CN([C@@H](C)CO)S(=O)(=O)c2ccc(C#C[C@@H](C)O)cc2O[C@@H]1CN(C)Cc1ccccn1	4.0	-2.2	5.5	10.1	-1.4	0.1	-0.1	-4.9
Cc1nn(-c2ccccc2)c(Cl)c1/C=C/C(=O)c1ccc(O)cc1	-13.7	-1.1	-18.6	nt	0.8	-0.4	0.0	9.8
O=C(O)c1cc(S(=O)(=O)N2CC=C(c3ccccc3)CC2)ccc1O	nt	-4.1	23.9	-8.8	16.2	nt	-0.1	-21.0
O=C(NCc1ccco1)c1ccc2[nH]c(=O)c(=O)[nH]c2c1	1.6	4.9	8.8	2.4	16.4	nt	0.2	-10.5
Cc1ccc(S(C)(=O)=O)cc1C(=O)OCC(=O)N(Cc1ccccc1)Cc1ccccc1	-1.0	1.9	-13.6	-2.9	-0.2	nt	0.0	-15.5
CCOC(=O)C1(CCOc2ccccc2)CCN(CCCn2cccn2)CC1	-4.2	1.5	-18.6	nt	-2.7	nt	0.1	-9.2
C[C@H]1CN([C@@H](C)CO)C(=O)c2ccccc2-c2ccccc2CO[C@H]1CN(C)Cc1ccc(-c2ccccc2)cc1	-8.0	-2.8	-35.9	nt	0.0	0.9	0.1	12.4
COc1ccc(NC(=O)N(C)C[C@H]2Oc3cc(-c4ccc(C)cc4)ccc3S(=O)(=O)N([C@H](C)CO)C[C@H]2C)cc1	9.4	1.1	-49.3	-3.8	2.6	-0.1	0.1	30.0
CC(C)OC(=O)c1ccc2nc3ccccc3nc2c1	-8.8	-2.4	16.4	8.6	-3.8	1.5	0.0	2.0
CCOC(=O)c1sc(-c2ccc(C)cc2)c(C#N)c1C	1.1	2.6	-2.3	nt	-1.6	-0.4	-0.1	-10.6
COc1ccc(S(=O)(=O)N(C)C[C@H]2Oc3ccc(NC(=O)C4CCCCC4)cc3C(=O)N([C@H](C)CO)C[C@H]2C)cc1	-0.7	-3.4	-14.3	-3.1	2.1	0.0	-1.0	-7.4
CN(c1cccc(NC(=O)c2ccc(CN3CCc4ccccc4C3)cc2)c1)S(C)(=O)=O	0.7	-8.3	6.0	-0.5	-0.7	nt	0.2	-26.2
CCC(C)C(CO)NCCCn1cnc(C(=O)Nc2ccc(C)c(C)c2)n1 (centres undefined)	59.4*	-3.5	-19.4	4.1	-1.9	0.1	0.0	-0.2

Taken from above.
CCOC(=O)c1sc(-c2ccc(C)cc2)c(C#N)c1C – RAD52 anneal inh: -10.6
C[C@@H]1CCCCO[C@@H](CN(C)C(=O)C2CCCCC2)[C@@H](C)CN([C@H](C)CO)C(=O)c2cc(NS(=O)(=O)c3ccc(F)cc3)ccc2O1 – CFTR F508del cor: 2.2

Continued:
SMILES	DENV2 CPE rescue	CFTR F508del cor	GSIS activator	RAD54 inh	CASP6 VEID inh	E-selectin induc	XiGFP reactiv	RAD52 anneal inh
COC(=O)[C@]12CCCCC=C1N(CCc1ccc(OC)c(OC)c1)C(=O)[C@H](CC(=O)NCCCCc1ccccc1)C2	-14.9	-1.3	-53.5	nt	1.0	-0.3	-0.1	13.8
CCOC(=O)C1CCN(S(=O)(=O)CCNC(=O)c2ccc(F)cc2)CC1	-5.4	1.8	5.7	10.6	1.9	0.2	-0.1	-3.1
COc1ccccc1CN1CC(C(=O)NCc2cc(F)ccc2C)CCC1=O (centres undefined)	-2.2	-1.8	2.7	-0.2	-0.3	nt	0.2	-2.6
CN(C)C(=O)c1cccc(-c2ccc([C@@H]3[C@@H](CO)N4C(=O)CN(C(=O)CC5CC5)C[C@@H]34)cc2)c1	-1.5	-0.9	16.7	nt	-0.5	0.9	0.5	6.7
Cc1nc2ccccn2c1C(=O)/C=C/c1cccc([N+](=O)[O-])c1	nt	-8.5	6.4	nt	3.6	0.2	0.5	-8.4

Screening results as filed in PubChem BioAssay.
